aSyn yeast rescue: rescues yeast growth from alpha-synuclein toxicity. S. cerevisiae alpha-synuclein toxicity rescue, BacTiter-Glo growth, 24 h. Potency, µM (top dose mostly 46.1 µM), inactives show at the top dose growth rescue (activation), usual class: activators. 0.02% of 94,000 active; active = well fitted activation curve with a large enough effect; inconclusive = small, poorly fitted or top-dose-only effect; note: 0% is about no effect
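Growth restoration measured by BacTiter-Glo luminescence after 24 hr at 30 deg C; alpha-synuclein yeast, raffinose-pregrown to mid-log, were added at OD600=0.02 in galactose medium onto pinned compounds.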
* = called active by the depositor; ? = inconclusive; [ ] = another dose, or the depositor's remark. Potency is the fitted concentration of half-maximal effect. Not all compounds are listed. The share of hits here may be higher or lower than overall.

SMILES	aSyn yeast rescue
CN(CC(=O)Nc1ccc(Cl)c(C(F)(F)F)c1)C(=O)C1CSC2(C)CCC(=O)N12 (stereo unspecified)	-7%
O=C(CCCN1C(=O)S/C(=C\C=C\c2ccccc2)C1=O)Nc1ccc(C(=O)O)cc1	2%
CCc1cc2cc(C)c(C)cc2nc1SCC(=O)Nc1cc(C)on1	-5%
COc1ccc(OC)c(CCNC(=O)c2c(C)oc3ncn(CC(C)C)c(=O)c23)c1	-13%
CCN(c1ccccc1)S(=O)(=O)c1ccc(NC(=O)c2nc(S(C)(=O)=O)ncc2Cl)cc1	-2%
CCOc1ccc(Nc2sc(C(=O)c3ccc(F)cc3)c(N)c2S(=O)(=O)c2ccc(C)cc2)cc1	-4%
CCCCOC(=O)c1ccc(NC(=O)CSc2nc3c(c(=O)[nH]2)CCC3)cc1	-3%
CC(C)c1nn2c(=O)cc(COC(=O)c3cccc(NC(=O)c4ccccc4F)c3)nc2s1	0%
O=C(OCN1C(=O)c2ccccc2C1=O)c1cccnc1SC(F)F	-2%
COCCCN1C(=O)c2[nH]nc(-c3cc(C)ccc3O)c2C1c1ccc(F)cc1 (stereo unspecified)	2%
C/C(CC(=O)Nc1ccc(C)c(Cl)c1)=N\NC(=O)C1CCCCC1	2%
Cc1ccccc1SCC(=O)N1CCN(c2ccc(C(F)(F)F)cn2)CC1	?
CCOc1ccc(CN(C)CC(=O)Nc2cccc(C)c2)cc1OC	1%
CN1CCc2nc3sc(C(=O)Nc4cccc(C#N)c4)c(N)c3cc2C1	-5%
O=C1c2ccccc2-c2n[nH]c(=O)c3ccc(N4CCCCC4)c1c23	-1%
N#C/C(=C/c1ccncc1)c1nc2ccccc2c(=O)[nH]1	-4%
CC(=O)Nc1ccc(S(=O)(=O)NC2(C(F)(F)F)NC(=O)N(CCc3ccc(F)cc3)C2=O)cc1 (stereo unspecified)	-5%
Cc1nc(-c2ccc(S(=O)(=O)N3CCN(CCc4ccccc4)CC3)s2)cs1	10%
Cc1ccc(N2C(=O)CC(c3ccccc3F)C3=C2COC3=O)cc1Cl (stereo unspecified)	-13%
Cc1cc(NC(=O)c2cc3n(n2)C(C(F)(F)F)CC(c2ccco2)N3)no1 (stereo unspecified)	5%
COc1ccc(-c2c(C)c3ccc(O)c(CN4CCCC(C)C4)c3oc2=O)cc1OC (stereo unspecified)	-8%
CCOC(=O)c1[nH]c(C)c(C(=O)NCc2ccccc2Cl)c1C	-2%
CCOc1ccc(NC(=O)c2nn(C)c3c2CS(=O)(=O)c2ccccc2-3)cc1	5%
Nc1cc(=O)[nH]c(SCCOc2ccccc2)n1	-14%
COc1ccc(N2CCN(C(=O)COC(=O)CCOc3ccccc3C)CC2)cc1	20%
COC(=O)c1ccccc1NC(=O)c1noc2c1CSc1ccccc1-2	1%
COc1ccc(Cn2ccc3nc(C)c(C(=O)NCc4ccc(F)cc4)cc3c2=O)cc1	-4%
CCOC(=O)Cn1cc(/C=N/NC(=O)CC#N)c2ccccc21	-13%
CC(=O)N1CCC(Nc2ccc(C)cc2)CC1	-1%
CCOc1ccc(/C=C/c2nc(C#N)c(Nc3ccc(OC)cc3)o2)cc1	0%
COc1ccc(NC(=O)Cn2c(=O)n(Cc3ccco3)c(=O)c3sc4ccccc4c32)cc1Cl	-2%
Oc1ccc2ccccc2c1CN1CCCC1	-1%
COc1ccc(-n2ccnc(NCCc3ccc(S(N)(=O)=O)cc3)c2=O)cc1Cl	3%
Cc1ccccc1OCC(=O)Nc1nnc(SCc2cc(=O)n3cc(Cl)ccc3n2)s1	4%
COc1ccc(NC(=O)CSc2nc3ccsc3c(=O)n2Cc2ccccn2)c(OC)c1	-8%
CC(C)(C)c1ccc(C(=O)NNc2ncnc3c2cnn3-c2ccc(Cl)cc2)cc1	-7%
CC1CCN(S(=O)(=O)c2ccc3[nH]ccc3c2)CC1	22%
COCCNC(=O)CSc1nnc(NC(=O)Nc2ccc(C)cc2)s1	2%
O=C(c1ccc(Br)cc1)N1CCN(c2ccccn2)CC1	4%
COc1cc(-c2cc(=O)c3c(O)c(OC)c(OC)c(OC)c3o2)cc(OC)c1OC	7%

Among those listed so far, twelve have four or more nitrogen atoms.
SMILES	aSyn yeast rescue
CCN(c1ccccc1)S(=O)(=O)c1ccc(NC(=O)c2nc(S(C)(=O)=O)ncc2Cl)cc1	-2%
CC(C)c1nn2c(=O)cc(COC(=O)c3cccc(NC(=O)c4ccccc4F)c3)nc2s1	0%
CN1CCc2nc3sc(C(=O)Nc4cccc(C#N)c4)c(N)c3cc2C1	-5%
N#C/C(=C/c1ccncc1)c1nc2ccccc2c(=O)[nH]1	-4%
CC(=O)Nc1ccc(S(=O)(=O)NC2(C(F)(F)F)NC(=O)N(CCc3ccc(F)cc3)C2=O)cc1 (stereo unspecified)	-5%
Cc1cc(NC(=O)c2cc3n(n2)C(C(F)(F)F)CC(c2ccco2)N3)no1 (stereo unspecified)	5%
CCOC(=O)Cn1cc(/C=N/NC(=O)CC#N)c2ccccc21	-13%
COc1ccc(-n2ccnc(NCCc3ccc(S(N)(=O)=O)cc3)c2=O)cc1Cl	3%
Cc1ccccc1OCC(=O)Nc1nnc(SCc2cc(=O)n3cc(Cl)ccc3n2)s1	4%
COc1ccc(NC(=O)CSc2nc3ccsc3c(=O)n2Cc2ccccn2)c(OC)c1	-8%
CC(C)(C)c1ccc(C(=O)NNc2ncnc3c2cnn3-c2ccc(Cl)cc2)cc1	-7%
COCCNC(=O)CSc1nnc(NC(=O)Nc2ccc(C)cc2)s1	2%

More entries follow.
SMILES	aSyn yeast rescue
O=C1NC(Cc2ccccc2)c2nc3cc(F)c(F)cc3c(=O)n2-c2cc3ccccc3cc21 (stereo unspecified)	13%
CCOc1cc(-c2ccc(OC(=O)c3ccccc3)c(OC)c2)cc(=O)c2c(C)oc(C)c12	-63%[inhibitor]
O=C1CS/C(=N\N=C\c2ccco2)N1c1ccccc1	-4%
COc1ccc(C(=O)Nc2nnc(SCC(=O)NC3CC3)s2)cc1	1%
CC(=O)N1CCN(S(=O)(=O)c2cccc(C(=O)NC3CCCC(C)C3C)c2)CC1 (stereo unspecified)	-4%
O=C(CSc1oc(-c2ccccc2)nc1S(=O)(=O)c1ccc(Cl)cc1)Nc1ccc(F)cc1	-1%
COC(=O)c1sccc1S(=O)(=O)N(CC(=O)NCc1ccc(F)cc1)c1ccccc1	0%
O=C(O)CC1(CC(=O)Nc2cccc(C(F)(F)F)c2)CCCC1	0%
CCN(CC)c1ccc(-c2nc(-c3ccccc3C)no2)cc1[N+](=O)[O-]	-2%
Cc1[nH]c(=O)[nH]c(=O)c1S(=O)(=O)N1CCN(c2cccc(Cl)c2)CC1	5%
COc1ccccc1NC(=O)CSC1=Nc2ccccc2C2=NC(CC(=O)NCc3cccs3)C(=O)N12 (stereo unspecified)	-1%
CC1=C(C(=O)N(C)C)CC(CC(=O)NCCN2CCOCC2)C(=O)N1Cc1ccccc1 (stereo unspecified)	-3%
Cc1cc(Br)c(NC(=O)CN2C(=O)NC3(CCOc4ccccc43)C2=O)c(Br)c1 (stereo unspecified)	9%
COc1cc(NC(=S)N2CCCC(CO)C2)cc(OC)c1 (stereo unspecified)	-15%
Cc1ccc(N2CC(C(=O)NCCS(=O)(=O)N3CCN(c4ccccc4F)CC3)CC2=O)cc1 (stereo unspecified)	-8%
CCCCCC(O)(CCN1CCCCC1)c1ccc(OCC)cc1 (stereo unspecified)	2%
Cc1ccc(C(CC(=O)O)NC(=O)c2ccc(S(=O)(=O)N3CCCC3)cc2)cc1 (stereo unspecified)	-6%
COc1ccccc1N1CCN(Cc2nc(-c3cc(OC)c(OC)c(OC)c3)no2)CC1	4%
COc1ccc(Cl)c2sc(NC(=O)c3ccc(S(=O)(=O)N4CCCC4)cc3)nc12	1%
CCCCN(CC)CCNC(=O)c1cc2c(=O)n(C)c3ccccc3c2s1	16%
O=C(COC(=O)c1ccccc1Cl)Nc1cccc(S(=O)(=O)N2CCCCC2)c1	16%
COc1ccc(-n2c3c(cc(-c4nc(-c5ccc(Cl)cc5)cs4)c2=O)C(=O)CC(C)(C)C3)cc1	-8%
CNc1ccc(/C=C(\C#N)C(=O)Nc2ccccn2)cc1[N+](=O)[O-]	4%
CC(C)(C)C(=O)Nc1nc2c(s1)COc1ccccc1-2	7%
COc1ccc(NC(=O)CN2C(=O)C3(SCC(=O)N3c3ccccc3)c3ccccc32)cc1Cl (stereo unspecified)	-11%
CC(C)c1ccc(NS(=O)(=O)c2cn(C)c(=O)n(C)c2=O)cc1	-5%
Fc1ccccc1Cc1noc(CN(Cc2ccccn2)CC2CCCO2)n1 (stereo unspecified)	-13%
Cc1oc(-c2ccccc2F)nc1CSCC(=O)NCc1ccccc1	6%
O=C(COC(=O)c1ccc(S(=O)(=O)NCc2ccco2)cc1)Nc1ncc(Cl)cc1Cl	1%
Nc1c(C=C2C=CC(=O)C=C2)c(=O)nc2snc(SCc3ccccc3)n12	-6%
Cc1ccc(C)c(NC(=O)C2CCN(c3nn4c(=O)cc(C)nc4s3)CC2)c1	5%
CN1CCN(C(=O)C2CC(c3ccc(F)cc3)=NO2)CC1 (stereo unspecified)	5%
COc1cccc(N2CCN(C(=O)c3ccc(C)c(NC(=O)c4nsc5ccccc45)c3)CC2)c1	5%
COc1ccc(S(=O)(=O)N2CCC(c3nnnn3-c3ccccc3)CC2)cc1OC	-6%
Cc1ccc(-c2nc(CS(=O)(=O)CC(=O)N3CCN(c4cccc(C)c4C)CC3)c(C)o2)cc1	-14%
COc1ccc(Cl)cc1NC(=O)CCn1c(=O)oc2ccccc21	16%
Cc1ccc(S(=O)(=O)NCc2ccccc2)cc1C(=O)NCC(=O)Nc1c(C)cccc1C	9%
O=c1c2cc([N+](=O)[O-])ccc2sn1-c1ccccc1	-80%[inhibitor]
O=C(COc1ccc(Cl)cc1)Nc1cccc(-c2ccc(N3CCOCC3)nn2)c1	6%
CC1CCCCN1C(=O)CSc1nnc(-c2ccccc2F)o1 (stereo unspecified)	-1%
Cc1oc(-c2ccc(C(=O)NCc3cccc(F)c3)cc2)nc1COc1ccccc1	-2%
CCc1ccccc1Nc1cc(C(=O)NC2CCC(C)CC2)c2ccccc2n1 (stereo unspecified)	1%
COc1cc(NC(=O)C2CCCN(S(=O)(=O)c3ccc4c(c3)CCCC(=O)N4)C2)cc(OC)c1 (stereo unspecified)	-3%
COc1ccc(N(C(=O)CCC(=O)Nc2cc(C)on2)C(C(=O)NC2CCCC2)c2ccco2)cc1 (stereo unspecified)	11%
COC(=O)c1ccc(C2c3c(-c4ccccc4O)n[nH]c3C(=O)N2Cc2ccncc2)cc1 (stereo unspecified)	-3%
CCOC(=O)c1ccc2c(c1)N(Cc1cc(C)ccc1C)C(=O)c1ccccc1S2(=O)=O	7%
CCc1ccc(NC(=O)Cn2c(=O)c3cccn3c3ccccc32)cc1	2%
Cc1ccccc1Nc1c(-c2ccc(Cl)s2)nc2c(C)cccn12	-20%
CCc1nc(SCC(=O)NNC(=O)c2ccc(OC)cc2)c2ccccc2n1	12%
CC(=O)NCCc1ccc(O)cc1	5%
Cn1c(=O)c2nc(SCC(=O)Nc3cc(Cl)cc(Cl)c3)n(C)c2n(C)c1=O	0%
Cc1cc(NC(=O)C(=O)NCCN2CCN(S(C)(=O)=O)CC2)ccc1Br	11%
COc1cccc(C(=O)Nc2ccc(-c3nc4ccc(C)cc4s3)cc2)c1OC	-4%
Cc1cc(C(=O)Nc2ccc(-n3c(C)nc4ccccc4c3=O)cc2)ccc1[N+](=O)[O-]	-14%
CCOc1ccc(Nc2nc(Cc3nnc(SCC(=O)NCC4CCCO4)n3C)cs2)cc1 (stereo unspecified)	3%
CCOC(=O)C1=C(N)OC(CCl)=C(C#N)C1c1ccsc1 (stereo unspecified)	4%
Cc1ccc(OCCSc2nc3ccccc3n2CC(=O)NC(C)C)cc1	-1%
Cc1csc(SCC(=O)Nc2ccccc2)n1	-4%
CN(C)CCNC(=O)C(=O)NCC(c1cccnc1)N1CCN(c2ccc(F)cc2)CC1 (stereo unspecified)	2%
Cc1cc2occ(CC(=O)N(C)CC(=O)Nc3ccccc3Br)c2cc1C	11%
New compounds follow:
SMILES	aSyn yeast rescue
COC(=O)c1sccc1S(=O)(=O)N1CCN(c2ccc(C(C)=O)cc2)CC1	7%
CCC(C)(C)NC(=O)C(c1cccc(OC)c1OC)N(C(=O)CCC(=O)Nc1cc(C)on1)c1ccc2c(c1)OCCO2 (stereo unspecified)	12%
CS/C(N)=N/S(=O)(=O)c1ccc(NC(C)=O)cc1	1%
CS(=O)(=O)N1CCN(CCN2C(=O)c3cccc4cccc(c34)C2=O)CC1	5%
Cc1ccc(NC(=O)C(Cc2ccccc2)NS(=O)(=O)c2ccc3c(c2)CCC(=O)N3)cc1 (stereo unspecified)	28%
CC(C)c1ccc(CNc2nc(-c3ccco3)nn2S(=O)(=O)c2ccccc2)cc1	5%
Cc1ccccc1N1CN(Cc2ccco2)CNC1=S	10%
CCOC(=O)N1CCc2c(sc3c2c(=O)n(-c2ccc(CC)cc2)c(=O)n3Cc2cc(C)ccc2C)C1	5%
CC1CCCN(C(=O)Cn2c(=O)n(CC3CCC(C(=O)NC(C)C)CC3)c(=O)c3sccc32)C1 (stereo unspecified)	-2%
Cc1ccc(Cl)cc1NC(=O)Cn1c(=O)n(CCCS(=O)(=O)C2CCCCC2)c(=O)c2ccccc21	10%
CCOC(=O)N1CCN(Cc2nc3cc(NC(=O)c4ccccc4OC)ccc3n2C(C)C)CC1	4%

High-throughput results: PubChem BioAssay, National Center for Advancing Translational Sciences (NCATS)
